SENP1 FRET inh: blocks the human SENP1 SUMO protease catalytic domain; Q9P0U3; actives 0.21% (n = 360,000); recombinant SENP1 catalytic domain, CyPet-SUMO1-YPet FRET cleavage; inhibition, % at 10 µM;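 active = inhibition at least 30% at 10 µM, raw YFP signal under a set limit, fluorescence ratio 0.5 to 1.5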;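 note: 0% = enzyme with DMSO and 100% = no enzyme wells; some results filed as inactive read as strong as hits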
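Material – human SENP1 catalytic domain · Input – SENP1 enzyme, 20 pM final · Compound dosing – single concentration of 10 µM compound, 0.5% DMSO final · Timing – enzyme reaction for 50 min at room temperature, dark · Measured by – FRET fluorescence in CFP and YFP emission channels · Control set – no-enzyme wells low, DMSO-plus-enzyme wells high control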
SENP6 inh: SENP6 protease inhibition; Q9GZR1; Recombinant SENP6 catalytic domain, aminoluciferin luminescence; inhibition, % at 10 µM; actives 1.8% (n = 330,000);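 active = inhibition above about 50% at the single tested dose, limit read from the data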;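 note: plate controls were DMSO wells with enzyme for no effect and DMSO wells lacking enzyme for full effect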
Target sequence (Q9GZR1 628-1112 limits assumed): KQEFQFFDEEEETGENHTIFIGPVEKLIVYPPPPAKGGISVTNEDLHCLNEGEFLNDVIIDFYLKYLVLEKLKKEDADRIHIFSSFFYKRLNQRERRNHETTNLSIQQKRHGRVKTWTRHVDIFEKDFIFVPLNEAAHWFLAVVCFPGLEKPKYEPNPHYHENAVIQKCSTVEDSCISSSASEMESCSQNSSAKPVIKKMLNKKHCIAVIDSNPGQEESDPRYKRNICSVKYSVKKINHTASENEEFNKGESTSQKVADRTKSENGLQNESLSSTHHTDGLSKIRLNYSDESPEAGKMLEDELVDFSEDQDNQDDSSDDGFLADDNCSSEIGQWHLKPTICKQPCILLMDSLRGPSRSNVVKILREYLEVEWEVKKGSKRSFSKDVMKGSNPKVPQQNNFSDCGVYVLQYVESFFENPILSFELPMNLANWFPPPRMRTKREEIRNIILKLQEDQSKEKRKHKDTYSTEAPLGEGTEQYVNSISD
SENP7 inh: inhibitors of human SENP7 protease; recombinant SENP7, Z-RLRGG-aminoluciferin luminescence, 40 min; inhibition, % at 5 µM; actives 1.5% (n = 330,000); Q9BQF6;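 active = inhibition above about 50% at the single test dose, limit read from the data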;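 note: plate controls were DMSO with enzyme for no effect and no enzyme buffer wells for full effect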
HKDC1 inh: HKDC1 (human) hexokinase inhibition; Q2TB90; recombinant HKDC1, G6PDH/diaphorase resazurin coupled fluorescence; inhibition, % at 20 µM; actives 0.16% (n = 340,000); AID 493160;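 active = inhibition above about 35% when tested at 20 µM, limit read from the data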;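 note: plate controls were DMSO wells with enzyme for no effect and DMSO wells lacking enzyme for full effect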
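Test system: Recombinant HKDC1 (HK5) hexokinase enzyme, produced in-house | Input: HKDC1 at 5 µg/mL | Buffer or medium: Tris pH 8.0 buffer with MgCl2, Tween-20, BSA, BME | Schedule: 90 min reaction incubation at room temperature, dark | Technique: Resazurin-to-resorufin fluorescence via G6PDH and diaphorase coupling, 525/613 nm | Controls: DMSO wells with and without enzyme mix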
SENP8 block-1: SENP8 (human) protease inhibition. inhibition, % at 20 µM. actives 0.64% (n = 360,000). AID 602440. Q96LD8. recombinant SENP8, Nedd8 substrate fluorescence; in the data active = inhibition mostly above about 40%, no sharp cut-off; inactive = mostly below about 27%
Target sequence (Q96LD8 whole entry, looked up): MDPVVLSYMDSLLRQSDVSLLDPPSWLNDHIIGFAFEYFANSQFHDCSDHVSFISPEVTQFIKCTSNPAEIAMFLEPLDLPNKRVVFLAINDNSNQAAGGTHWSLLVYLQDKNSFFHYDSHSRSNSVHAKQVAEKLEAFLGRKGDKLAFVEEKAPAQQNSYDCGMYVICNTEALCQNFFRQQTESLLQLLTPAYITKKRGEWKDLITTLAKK
UBC13 inh: human UBC13 polyubiquitination inhibition; UBC13 polyubiquitin chain formation, TR-FRET; inhibition, % at 20 µM; actives 0.47% (n = 330,000); AID 485273; in the data active = inhibition above about 45%, passing the limit was not always enough
Target sequence (P61088 whole entry, looked up): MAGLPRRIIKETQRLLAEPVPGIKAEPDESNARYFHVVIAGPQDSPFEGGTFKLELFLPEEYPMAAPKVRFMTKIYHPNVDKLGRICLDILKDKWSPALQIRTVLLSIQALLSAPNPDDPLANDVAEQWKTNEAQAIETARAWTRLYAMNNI
PfG6PD inh: PfG6PD (Plasmodium falciparum) enzyme inhibition | PfGluPho enzyme, NADPH resazurin-diaphorase fluorescence | inhibition, % at 20 µM | actives 0.78% (n = 350,000);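 active = inhibition reaching at least a set limit at 20 µM in the primary screen, cut at about 59% in these data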;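 note: 0% = DMSO wells with substrate and 100% = DMSO wells lacking glucose-6-phosphate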
SENP8 block-2: inhibitors of human SENP8 protease. Q96LD8. purified SENP8, Z-RLRGG-aminoluciferin cleavage, luminescence. inhibition, % at 10 µM. actives 1.2% (n = 330,000). AID 2540; in the data active = inhibition above about 50%
MIN6 prolif: inducers of beta-cell replication in MIN6 cells; MIN6 cells proliferation, ATPlite luminescence, 48 h; cells starved in 0.2% serum; 100% = growth in 10% serum; proliferation, % at 10 µM; actives 0.29% (n = 330,000); AID 2380;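 active = compounds whose signal lies at least 3.5 SD above the mean of all wells on their plate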;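 note: 0% = DMSO-treated cells in low-serum medium and 100% = 10% serum control; some compounds called inactive have numbers as strong as hits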
Numbers without * were called inactive; i = inactive; nt = no result given.

SMILES	SENP1 FRET inh	SENP6 inh	SENP7 inh	HKDC1 inh	SENP8 block-1	UBC13 inh	PfG6PD inh	SENP8 block-2	MIN6 prolif
COc1ccc(C(NC(=O)c2ccc(=O)[nH]c2)C(=O)Nc2ccc(C(C)C)cc2)cc1 (stereo not given)	-0.1	8.1	5.6	-5.2	14.0	3.2	-0.6	9.9	1.9
CCC(C)(C)NC(=O)C(c1cccc(OC)c1OC)N(CCC(C)C)C(=O)CCC(=O)Nc1cc(C)on1 (stereo not given)	2.5	7.9	4.1	1.2	18.0	3.6	11.2	4.1	0.6
COc1ccc(C2C(C(C)=O)=C(C)Nc3ncnn32)cc1 (stereo not given)	-2.8	11.9	1.4	-6.7	-4.4	-2.8	-14.6	-4.6	-3.4
O=C(NCO)c1cccnc1	2.7	nt	nt	-4.1	6.3	nt	-1.5	nt	nt
CC(C)Cc1nnc(NC(=O)CCC(=O)N2CCN(Cc3ccccc3)CC2)s1	1.4	-10.1	-5.1	-2.9	11.8	-1.1	-10.6	-2.7	-1.7
C1CCN(CC2CCCCN2)CC1 (stereo not given)	45.5*	nt	nt	-0.7	3.9	nt	11.2	nt	nt
Nc1nc(CN2CCN(C(c3ccccc3)c3ccccc3)CC2)nc(Nc2ccccc2)n1	-2.0	-5.2	-0.8	5.1	21.6	16.6	17.1	3.4	-3.9
CN(CC(=O)NCc1ccncc1)S(=O)(=O)c1ccccc1	1.8	-0.8	-9.0	-1.9	11.5	-7.5	2.1	-10.8	-1.8
COCCNC(=O)c1cccc(Nc2nc(-c3ccccc3)c3cc(Cl)ccc3n2)c1	-34.7	-10.9	2.2	-3.8	-18.4	19.9	1.3	-7.5	-5.3
CCN(CC)S(=O)(=O)c1ccc(N/N=C(\C)c2ccc3c(c2)OCO3)c([N+](=O)[O-])c1	2.5	-15.4	3.3	-13.6	21.3	-36.1	-8.9	4.2	-2.4
CCN(c1cccc(C)c1)S(=O)(=O)c1ccc(-c2coc(C)n2)cc1	1.2	4.9	1.3	2.6	5.8	0.9	-5.9	-0.8	-1.2
Fc1c(F)c(C(F)(F)F)c(F)c(F)c1N/N=C\c1cccs1	-3.0	-38.5	-7.8	15.2	4.0	-6.7	16.0	-7.5	-4.8
COc1ccccc1N1CC(C(=O)Nc2nnc(SCc3ccccn3)s2)CC1=O (stereo not given)	-8.6	11.8	2.9	-3.0	13.7	2.3	-1.6	3.8	0.0
CC(NC(=O)c1ccc(CS(C)(=O)=O)cc1)c1cccc2ccccc12 (stereo not given)	-3.8	2.0	4.9	2.7	1.0	0.8	12.8	1.0	0.0
O=C(NNc1nc2ccccc2s1)Nc1ccc(F)cc1	-31.6	2.7	-5.3	-4.1	15.7	-19.1	6.7	-5.8	-4.6
NC(=O)C1CCN(C2=C(Cl)C(=O)c3ccccc3C2=O)CC1	-1.6	50.1*	41.6	46.7*	-29.4	-166.2	74.0*	26.9	-5.7
COc1ccc(-c2cc(=O)oc3cc(OC(=O)C4CCCCC4)ccc23)cc1	-60.5	-8.4	9.3	20.9	-188.5	-0.7	3.2	7.1	3.0
COc1ccc(-c2cn(CCc3c[nH]c4ccccc34)nn2)cc1	0.3	-1.6	-0.4	3.2	1.2	12.2	2.9	-4.2	-1.1
Nc1c(C(=O)Nc2ccc3c(c2)OCCO3)nnn1Cc1ccccc1	-0.7	36.2	33.1	1.8	4.8	-0.6	8.1	4.1	-1.0
CCc1cc(/C(Cc2cscn2)=N\O)c(O)cc1O	0.9	-3.8	0.8	-0.1	22.0	14.1	-7.5	14.9	-1.1
COc1ccc(-c2nsc(SCC(=O)Nc3cc(C)on3)n2)cc1	-1.8	-8.0	2.1	-5.2	-6.5	7.3	33.6	-0.4	4.1
C[C@H](CO)NC(=O)[C@H](C)[C@@H]1C[C@@]1(C)[C@@H](NC(=O)OCc1ccccc1)c1ccccc1	1.3	-3.4	-2.4	-6.7	22.0	8.1	-1.7	-1.9	4.9
COc1ccc2ccccc2c1CN1CCCC(CO)C1 (stereo not given)	-0.4	5.7	2.7	-4.1	8.2	2.8	10.4	-0.4	-1.0
COc1ccc(S(=O)(=O)N2CCN(C)CC2)c(C)c1	-0.3	-10.7	-7.6	-1.6	2.4	-12.3	-24.6	-8.3	2.2
CCOc1ccccc1-c1noc(CCC(=O)NC2CCCCC2)n1	-2.3	-9.6	1.0	-2.6	-2.8	12.9	-14.2	2.1	6.3
Cc1ccc(S(=O)(=O)N2CCCC2C(=O)NCCc2ccccc2)cc1 (stereo not given)	-3.0	-9.0	-9.7	-1.2	8.9	-3.6	-11.2	-6.6	1.6
Cc1cc(NC(=O)CCN2C(=O)/C(=C\c3ccccc3)SC2=S)no1	-0.2	-1.1	5.2	-5.4	33.2	-10.7	-5.6	0.0	-4.5
Brc1c(CSc2nncn2-c2ccccc2)nc2ncccn12	-1.3	7.0	3.8	-6.3	i	18.0	-5.9	-0.6	-0.3
Nn1c(COc2cccc(Br)c2)nnc1SCC(=O)NCC1CCCO1 (stereo not given)	2.3	-5.4	-5.4	-5.9	1.4	12.5	6.4	6.4	4.0
C/C(CCN1CCc2nc(-c3ccccc3)c(-c3ccccc3)cc2C1)=N\O[C@H](C)c1cn([C@H](CO)Cc2ccccc2)nn1	nt	0.1	2.2	nt	nt	32.6	nt	9.3	-7.8
Cc1ccccc1C(=O)NCc1nnc(SCC(=O)N2CCN(c3ccccc3)CC2)n1C	1.0	-9.8	3.4	-2.9	16.2	-4.2	0.9	0.2	-0.5
Cc1csc2c(N3CCN(S(=O)(=O)c4ccc(Cl)cc4)CC3)ncnc12	-1.4	-17.0	5.5	-7.5	3.8	7.2	2.0	-3.1	-0.8
CCCn1c(SCC(=O)N2CCN(C(=O)c3ccco3)CC2)nc2ccccc2c1=O	0.9	-12.3	-1.9	-9.9	0.4	4.6	1.6	2.5	-0.2
CCN(CC)CCOC(=O)c1cccc(Cl)c1	-0.2	-4.5	5.4	-12.0	6.0	1.4	-26.4	-2.8	-3.6
O=C(COC(=O)c1ccc(Br)c(S(=O)(=O)N2CCOCC2)c1)NCC1CCCO1 (stereo not given)	-0.3	1.6	5.7	-5.2	26.6	-2.4	-7.8	13.8	-3.3
COC(=O)/C(=C\c1cc(OC)c(OC)c(OC)c1)c1nc2ccccc2[nH]1	-94.1	-2.3	5.0	4.7	-214.1	4.9	5.5	-2.9	-2.4
COc1ccc(N2CCN(S(=O)(=O)c3cc4c(cc3C)NC(=O)CO4)CC2)cc1	6.8	1.4	-5.3	-0.4	21.4	-2.3	-6.3	1.6	0.9
Cc1ccccc1OCC(=O)Nc1ccc(S(=O)(=O)N2CCOCC2)cc1	-0.5	-11.1	1.4	-0.9	1.0	0.9	6.8	5.4	0.0
CCOC(=O)[C@@H](CCc1ccccc1)N[C@H](C)C(=O)N1[C@H](C(=O)O)C[C@@H]2CCC[C@@H]21	2.1	7.0	4.2	-3.9	8.7	0.8	6.1	0.3	0.5
Cc1nnc(NC2=NCCC2)o1	1.0	-6.0	-4.9	-4.2	14.4	-4.5	-7.2	-7.5	-3.3

Five entries drawn at random from the list so far:
SMILES	SENP1 FRET inh	SENP6 inh	SENP7 inh	HKDC1 inh	SENP8 block-1	UBC13 inh	PfG6PD inh	SENP8 block-2	MIN6 prolif
Cc1csc2c(N3CCN(S(=O)(=O)c4ccc(Cl)cc4)CC3)ncnc12	-1.4	-17.0	5.5	-7.5	3.8	7.2	2.0	-3.1	-0.8
Nn1c(COc2cccc(Br)c2)nnc1SCC(=O)NCC1CCCO1 (stereo not given)	2.3	-5.4	-5.4	-5.9	1.4	12.5	6.4	6.4	4.0
C/C(CCN1CCc2nc(-c3ccccc3)c(-c3ccccc3)cc2C1)=N\O[C@H](C)c1cn([C@H](CO)Cc2ccccc2)nn1	nt	0.1	2.2	nt	nt	32.6	nt	9.3	-7.8
Cc1cc(NC(=O)CCN2C(=O)/C(=C\c3ccccc3)SC2=S)no1	-0.2	-1.1	5.2	-5.4	33.2	-10.7	-5.6	0.0	-4.5
Cc1ccccc1OCC(=O)Nc1ccc(S(=O)(=O)N2CCOCC2)cc1	-0.5	-11.1	1.4	-0.9	1.0	0.9	6.8	5.4	0.0

Additional structures
SMILES	SENP1 FRET inh	SENP6 inh	SENP7 inh	HKDC1 inh	SENP8 block-1	UBC13 inh	PfG6PD inh	SENP8 block-2	MIN6 prolif
Cc1cc(C)nc(NC(=O)c2ccc(COc3ccccc3Cl)cc2)c1	-4.2	13.0	4.3	-7.0	-13.8	-3.3	21.8	10.2	-4.7
O=C(CCc1nnc(COc2ccccc2)o1)NCCc1cccs1	3.3	-7.8	-1.2	-9.8	4.9	7.0	3.5	1.8	-2.0
COc1ccc(CCNC(=O)COC(=O)c2cccs2)cc1OC	3.9	-9.8	2.4	3.2	15.8	3.0	-13.4	-0.8	0.0
Cc1cc(C(=O)CSc2nc(N)cc(=O)[nH]2)c(C)n1CCc1ccc(F)cc1	-8.6	-12.2	-0.9	-2.6	-18.8	-14.4	-11.1	-7.3	1.5
COc1ncnc2c1cnn2-c1ccccc1	1.2	-22.1	-7.3	-3.9	7.3	-7.5	-12.8	-8.1	0.2
CCOc1ccc(-n2c(SCC(=O)Nc3ccc(Br)cc3)nc3n[nH]c(C)c3c2=N)cc1	-2.2	5.6	-1.2	-5.8	-8.8	8.2	-7.6	4.5	-2.2
O=C(Nc1ccc(F)cc1)c1cc(-c2ccccc2)no1	-2.5	-6.5	3.3	-13.5	3.8	-1.4	9.3	-0.3	-3.7
Cc1cccc2cc(COC(=O)c3cccs3)c(=O)[nH]c12	-0.8	-0.9	6.5	-8.6	-46.9	0.4	1.8	2.0	3.1
OC(c1ccccc1)C(NCCNCc1ccccc1)c1ccccc1 (stereo not given)	-1.8	nt	nt	-0.7	3.1	nt	1.1	nt	nt
C=CCc1ccc(OCCn2cncn2)c(OC)c1	1.7	-3.2	-0.9	-9.7	12.2	3.5	5.4	-0.6	0.4
Cn1c(CNC(=O)CCNC(=O)c2ccccc2F)cc(=O)n(C)c1=O	1.3	7.2	1.0	0.0	15.8	3.6	-2.5	-3.5	6.1
Cc1c(S(=O)(=O)N2CCN(c3cccc(Cl)c3)CC2)c(=O)n(C)c(=O)n1C	1.1	-16.5	-2.9	-5.2	0.0	10.2	1.1	-5.3	3.6
CCCc1nnc(SCC(=O)Nc2ccc(OCC)cc2)n1N	1.4	-8.5	2.1	-3.3	14.5	6.0	-6.7	2.7	1.3
CCOC(=O)C1CCN(CC(=O)Nc2c(C(=O)OC)[nH]c3ccc(Cl)cc23)CC1	0.7	6.8	9.6	4.5	-493.9	3.3	-0.8	6.3	-4.6
NS(=O)(=O)c1ccc(CCNC(=O)c2cc([N+](=O)[O-])ccc2N2CCCCC2)cc1	-1.3	-4.9	-0.7	-8.4	16.1	-16.5	10.6	-6.8	0.5
COc1cccc(-c2ccc(=O)n(CC(=O)NCCN3CCOCC3)n2)c1	-0.2	-1.0	0.0	-7.5	7.0	-4.6	2.2	6.5	-1.7
O=C(Nc1ccccc1Cl)Oc1ccc2ccccc2c1	nt	-1.0	-8.7	nt	nt	-3.8	nt	-10.1	-3.5
CSc1ncc(Cl)c(C(=O)Nc2ccc(S(=O)(=O)Nc3nccc(C)n3)cc2)n1	-0.5	-2.9	3.3	-5.9	3.7	-2.3	-12.8	-0.3	-4.6

Source: PubChem BioAssay
